CR mimetic SO: caloric restriction mimetics inhibiting age-related superoxide in yeast; superoxide response (% of plate mean), % at 10 µM; S. cerevisiae aged cells, superoxide DHE fluorescence; stronger effect = lower value; hit rate 0.18% among 330,000; AID 2690;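 active = superoxide response under a set limit, about three screen SD below normal, cut at about 65% in these data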;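 note: yeast aged for seven days with compound at 30 °C before DHE staining; 100% = average MFI of all compound-treated wells on the plate with controls excluded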
MCL1-BIM inh: MCL1-BIM-BH3 interaction inhibition (human); Q07820; GST-MCL1 / FITC-Bim-BH3 fluorescence polarization; inhibition, % at 10.9 µM; hit rate 0.68% among 320,000; AID 2057;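 active = inhibition above the mean inhibition of all tested compounds plus 3 SD, set per campaign, cut at about 40% in these data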;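 note: 0% = DMSO wells and 100% = unlabeled Bim-BH3 peptide control; higher means more loss of mP so more displacement of Bim peptide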
Target sequence (Q07820 whole entry, looked up): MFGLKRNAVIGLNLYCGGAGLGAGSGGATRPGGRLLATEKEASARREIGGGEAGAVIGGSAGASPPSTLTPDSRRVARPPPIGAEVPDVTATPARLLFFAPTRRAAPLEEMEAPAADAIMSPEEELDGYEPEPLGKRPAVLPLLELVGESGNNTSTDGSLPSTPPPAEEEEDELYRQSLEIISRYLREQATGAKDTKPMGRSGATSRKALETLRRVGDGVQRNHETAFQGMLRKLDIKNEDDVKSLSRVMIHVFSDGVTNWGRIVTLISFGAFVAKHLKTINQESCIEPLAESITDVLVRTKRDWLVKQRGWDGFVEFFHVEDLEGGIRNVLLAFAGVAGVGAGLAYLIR
Bcl-xL primary: Bcl-xL (human) inhibition; inhibition, % at 10.9 µM; Q07817; GST-Bcl-xL / FITC-Bim BH3 peptide fluorescence polarization; hit rate 0.7% among 320,000; AID 2129;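 active = inhibition above the mean of all tested compounds plus 3 SD, cutoff set per campaign, cut at about 30% in these data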;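 note: 0% = DMSO wells and 100% = unlabeled Bim-BH3 peptide competitor; inhibitors lower millipolarization by displacing the labeled peptide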
Target sequence (Q07817 whole entry, looked up): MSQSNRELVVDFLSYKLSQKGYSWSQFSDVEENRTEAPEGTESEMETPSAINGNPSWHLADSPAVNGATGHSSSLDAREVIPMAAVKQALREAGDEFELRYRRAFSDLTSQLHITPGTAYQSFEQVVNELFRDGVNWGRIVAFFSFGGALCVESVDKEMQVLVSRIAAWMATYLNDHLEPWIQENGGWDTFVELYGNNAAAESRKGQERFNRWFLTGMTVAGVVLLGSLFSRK
AGP1 TOR yeast: alters AGP1-GFP fluorescence in TOR pathway yeast screen | S. cerevisiae AGP1-GFP multiplex flow cytometry, 3 h; GFP as percent of DMSO wells | GFP response vs DMSO, % at 10 µM | hit rate 0.02% among 320,000;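 active = GFP response relative to DMSO above a set limit, near screen average plus 3 SD, cut at about 150% in these data; inconclusive = fewer than 70 cells counted for the yeast strain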;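 note: median GFP channel fluorescence of the gated AGP1 strain per well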
GLD-1 RNA inh: GLD-1-TGE RNA interaction inhibition (C. elegans); AID 2280; hit rate 0.44% among 320,000; purified GLD-1 + fluorescein TGE RNA, fluorescence polarization; inhibition, % at 5.96 µM;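 active = percent inhibition above a per-plate cutoff, the plate mean of test compounds plus 3 SD, cut at about 30% in these data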;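 note: 0% = DMSO wells with GLD-1 and probe and 100% = wells lacking GLD-1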
Target sequence (Q17339 whole entry, looked up): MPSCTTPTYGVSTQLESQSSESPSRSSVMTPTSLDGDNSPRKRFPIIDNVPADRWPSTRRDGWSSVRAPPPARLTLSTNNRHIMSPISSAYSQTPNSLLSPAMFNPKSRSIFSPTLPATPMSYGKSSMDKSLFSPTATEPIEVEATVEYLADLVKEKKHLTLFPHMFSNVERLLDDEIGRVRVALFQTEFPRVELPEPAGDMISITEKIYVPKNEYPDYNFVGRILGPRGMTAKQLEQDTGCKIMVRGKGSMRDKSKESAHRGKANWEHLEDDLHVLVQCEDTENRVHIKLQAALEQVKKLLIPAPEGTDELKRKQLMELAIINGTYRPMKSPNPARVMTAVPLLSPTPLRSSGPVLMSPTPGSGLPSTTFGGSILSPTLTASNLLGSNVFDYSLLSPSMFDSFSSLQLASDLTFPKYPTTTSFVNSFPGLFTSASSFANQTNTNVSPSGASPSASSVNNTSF
VLA-4 inh: inhibition in a human VLA-4 binding assay; VLA-4 expressing cells, ligand binding flow cytometry; inhibition, % (about 7 µM as worked out from the volumes in the protocol); P13612; hit rate 0.2% among 330,000; in the data active = inhibition above about 50%
MEX-5 binding: C. elegans MEX-5 TCR-2 RNA binding activity; Q9XUB2; MEX-5/FITC-TCR2 RNA binding, fluorescence polarization; stronger effect = lower value; activity score (negative = inhibition of binding), % at 10 µM; hit rate 0.38% among 300,000; AID 1832;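 active = inhibition past about -25% in most replicates, and total fluorescence under double the plate's negative control median, limit read from the data; inconclusive = replicates evenly split on the limit, or fluorescence at least double controls; inactive = too little inhibition in most replicates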;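 note: 0% = DMSO and -100% = 5 µM competing unlabeled TCR2 RNA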
CIT2 TOR yeast: yeast TOR pathway CIT2-GFP modulation | AID 2029 | S. cerevisiae CIT2-GFP strain, flow cytometry, 3 h; 100 means same as DMSO wells | GFP response vs DMSO, % at 10 µM | hit rate 0.065% among 320,000;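 active = GFP response relative to DMSO above a set limit, near the screen mean plus 3 SD, cut at about 150% in these data; inconclusive = Fewer than 70 cells measured for a yeast strain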;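 note: ratio of well median GFP fluorescence to mean of DMSO wells on the plate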
GRK2 inh: blocks RNA aptamer binding to human GRK2; bead flow cytometry, FAM-aptamer displacement from GRK2; AID 488847; inhibition of aptamer binding, % at 10 µM; hit rate 0.59% among 330,000; P25098;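 active = inhibition of aptamer binding above 40%, roughly 3 SD of noise, on plates passing a quality check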;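 note: median bead fluorescence of bound FAM aptamer so fluorescent compounds give negative values; no value below 0 was filed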
* hit, by the source's call; ? = inconclusive; nt = no result given; & = joins results of further samples; [ ] = dose if it differs, or a comment. An unsorted share of the library; overall some 2.1% were active at least once.

Structure | CR mimetic SO | MCL1-BIM inh | Bcl-xL primary | AGP1 TOR yeast | GLD-1 RNA inh | VLA-4 inh | MEX-5 binding | CIT2 TOR yeast | GRK2 inh
CC1=NN(C(=O)Cn2nc([N+](=O)[O-])c(Br)c2C)C(O)(C(F)(F)F)C1 (centres undefined) | 95 | 16 | 2 | 110 | 2 | 9 | 0.7 | 120 | 0
Cc1ccc(S(=O)(=O)CCC(=O)OCc2nnc(-c3ccccc3)o2)cc1 | 96 | nt | nt | 102 | 3 | 7 | nt | 99 | 2
COc1cccc2c(=O)c3ccccc3oc12 | 106 | -3 | -5 | 81 | -8 | 1 | 1.6 | 96 | 1
CC(C)(C)CN1C(=O)C(=O)NC[C@@H]1CCCCN | 109 | 2 | 3 | 99 | -3 | 6 | 0.3 | 99 | 1
O=c1[nH]c(CN(CCO)CCO)nc2c1C1(CCCCC1)Cc1ccccc1-2 | 100 | -1 | -3 | nt | 3 | 1 | -0.3 | ? | 0
CC(=O)c1c(N2CCN(C)CC2)nc(=S)n(-c2cc(C)ccc2C)c1C | 75 | 19 | 17 | 99 | 17 | -254 | -2.1 | 103 | 0
CSc1ccccc1OCc1cc(C(=O)NCCC2CCCCO2)no1 (centres undefined) | 100 | nt | nt | 81 | nt | 6 | 0.2 | 92 | 4
CCN(CC)C(=O)COc1ccc(/C(C)=N/Nc2ncc(Cl)cc2Cl)cc1 | 86 | 4 | 4 | 99 | -3 | 2 | 2.6 | 109 | 0
CCc1cccc(C)c1NC(=O)COC(=O)CC1CCCC1 | 97 | 4 | 0 | 108 | 6 | 19 | 1.6 | 97 | 0
COc1ccccc1S(=O)(=O)Nc1cccc(S(=O)(=O)N2CCCC2)c1 | 94 | nt | nt | 101 | 4 | 14 | nt | 105 | 2
Cc1cccc(C)c1NC(=O)COC(=O)c1ccccc1O | 114 | -3 | 0 | 96 | -2 | 8 | -0.5 | 96 | 1
O=C(c1ccncc1)N1CCN(C(=O)c2cccc3ccccc23)CC1 | 96 | -1 | 1 | 98 | 0 | 6 | 1.8 | 99 | 1
C=CCn1c(SCC(=O)Nc2ncc(Cc3cc(Cl)ccc3Cl)s2)nnc1-c1ccncc1 | 106 | -4 | 1 | nt | 6 | -3 | -0.3 | 114 | 0
C=C(C)Cn1c(Sc2nc3ccccc3[nH]2)nc2c1c(=O)[nH]c(=O)n2C | 98 | 8 | 2 | 102 | 5 | -5 | -0.9 | 99 | 1
Cc1ccc(SCCOCCN2CCc3ccccc3C2)cc1 | 93 | 1 | -1 | 93 | 4 | -5 | -0.7 | 96 | 0
Cc1cccc(OCc2occc2C(=O)Nc2cccc(-n3cnnn3)c2)c1 | 96 | 5 | 4 | 101 | 1 | 11 | -0.1 | 103 | 0
CCC(=O)Nc1ccc(NC(=O)CN2CCCC(C)C2)c(Cl)c1 (centres undefined) | 90 | 8 | 1 | 115 | -2 | -7 | 2.2 | 117 | 2
CC(C)(C)NC(=O)C(c1ccccc1)N(C(=O)CNC(=O)c1cccs1)c1cccnc1 (centres undefined) | 95 | -3 | -1 | 101 | 6 | 8 | 1.7 | 107 | 0
CCc1cccc2c(C(=O)CCl)c[nH]c12 | 91 | -2 | 2 | 106 | 2 | 7 | -0.5 | 109 | 0
Cc1sc2nc(CC(=O)N3CCCC3)[nH]c(=O)c2c1C | 97 | -2 | 5 | 96 | 5 | 8 | 0.6 | 103 | 1
CCCc1cc(=O)oc2cc(OCC(=O)N(C)C)c(Cl)cc12 | 102 | 2 | 7 | 101 | -2 | 5 | -0.2 | 103 | 2
COc1ccc(S(=O)(=O)N2CCOCC2)cc1C(=O)NC1CCCCC1 | 101 | -3 | 1 | 99 | 5 | -7 | -0.7 | 100 | 3
COC(=O)C1=C(C)NC(C)=C([N+](=O)[O-])C1c1ccccc1C(F)(F)F (centres undefined) | 104&115 | -1&6 | -2&7 | 82&96 | 1&8 | 41&22 | 0.9 | 77&84 | 0&3
CCn1nc(NC(=O)c2cccnc2)c2cc3ccccc3nc21 | 93 | 13 | 3 | 104 | 10 | -35 | 0.1 | 84 | 0
CN(C)NC(=O)C(NC(=O)c1ccccc1)C12CC3CC(CC(C3)C1)C2 (centres undefined) | 82 | -2 | 0 | 95 | -5 | 2 | 0.7 | 95 | 1
CCN(Cc1ccccc1)S(=O)(=O)c1ccc(C(=O)N(CCCN(C)C)c2nc3cc4c(cc3s2)OCCO4)cc1 | 117 | 0 | 1 | 104 | 3 | 5 | 0.9 | 107 | 0
COc1nc(OC)nc(N2CCC(C(=O)NCC3CCCCC3)CC2)n1 | 106 | -14 | -8 | 99 | -1 | -4 | -1.1 | 98 | 0
CN(C)S(=O)(=O)c1cccc(C(=O)OCC(=O)NCc2ccc3c(c2)OCO3)c1 | 95 | -5 | 1 | 102 | -5 | 23 | -2.1 | 101 | 0
COc1ccccc1CNC(=O)C/C(C)=N/NC(=O)Cc1ccc(OC)c(OC)c1 | 89 | 2 | 4 | 95 | 7 | 4 | 0.3 | 97 | 1
CC1CCN(C(=O)CSc2nnc(-c3cc4ccccc4cc3O)n2Cc2ccco2)CC1 | 98 | 0 | 2 | 110 | 3 | 1 | -0.2 | 103 | 5

(continued)
Structure | CR mimetic SO | MCL1-BIM inh | Bcl-xL primary | AGP1 TOR yeast | GLD-1 RNA inh | VLA-4 inh | MEX-5 binding | CIT2 TOR yeast | GRK2 inh
CC1CCc2[nH]c3ccc(C(=O)N(C)CC(=O)Nc4ccc(F)cc4)cc3c2C1 (centres undefined) | 108 | -2 | 0 | 97 | 3 | -5 | -2.2 | 110 | 7
COc1cccc(C(=O)NNC(=O)c2cccnc2)c1 | 108 | 6 | 1 | 107 | 14 | 3 | -4.2 | 112 | 1
CN(C)C=NC(=O)c1cn(-c2ccc(F)cc2)c(=O)c2ccccc12 | 92 | 4 | 6 | 100 | 15 | -8 | 1.9 | 93 | 0
COc1ccc(-n2c(Cc3cccn3C)nnc2SCC(=O)Nc2ccc(C)cc2C)cc1 | 95 | -7 | -4 | 100 | 0 | 36 | -3.1 | 96 | 0
Cc1nn(-c2ccccc2)c(Cl)c1/C=N/O | 90 | 119* | 6 | 103 | 0 | 0 | -2.6 | 97 | 1
Cc1cccc(N2CCN(C(=O)C3CC(=O)N(C4CCCC4)C3)CC2)c1C (centres undefined) | 110 | -2 | 4 | 98[may fluoresce green] | 5 | -13 | -0.5 | 99[may fluoresce green] | 2
O=C(CCNS(=O)(=O)c1ccc(Cl)cc1)N1CCN(Cc2ccccc2)CC1 | 89 | -6 | 1 | 101 | 12 | 2 | -2.5 | 105 | 3
Cc1csc(SCC(=O)Nc2oc(C)c3c(C)n[nH]c(=O)c23)n1 | 93 | 9 | 4 | 104 | 4 | 4 | -2.0 | 103 | 0
Cc1ccc(S(=O)(=O)N2CC3CCCC2C3)cc1 (centres undefined) | 110 | -2 | 1 | 108 | 5 | 7 | -2.3 | 115 | 0
Cc1ccnc(NCc2c(O)ccc3ccccc23)c1 | 96 | -15 | 2 | 97 | 2 | 11 | -0.1 | 95 | 0
CN(CCc1ccccn1)C(=O)CCNC(=O)Cn1cnc2ccccc2c1=O | 108 | 4 | -1 | 98 | -6 | 8 | -1.3 | 89 | 2
O=C(/C=C/c1ccc(Cl)cc1)Nc1ccc(N2CCOCC2)cc1 | 88 | 0 | 1 | 104 | 5 | -5 | 1.6 | 103 | 0
CCN(CC)C(=O)C1CCN(Cc2ccc(OCc3ccccc3)c(OC)c2)CC1 | 102 | 8 | 4 | 94 | -4 | 16 | -1.3 | 103 | 3
Cn1c(SCc2ccccc2Br)nc2ccccc2c1=O | 98 | -9 | 6 | 106 | 8 | 7 | -2.0 | 116 | 5
CCC(=O)Nc1c2c(nc3c1CCC3)CCCC2 | 91 | 10 | 6 | 101 | 4 | 1 | -0.3 | 104 | 2
O=C1CN(C(=O)COc2c(F)c(F)cc(F)c2F)c2ccccc2N1 | 100 | -7 | 5 | 99 | 3 | 5 | -0.5 | 101 | 2
O=C(NC1CCCCCC1)C1CC(=O)N(Cc2ccccc2)C1 (centres undefined) | 93 | -22 | -7 | 105 | -5 | -6 | -0.4 | 95 | 1
CCOc1ccc2nc(SCC(=O)NC3CCCc4ccccc43)sc2c1 (centres undefined) | 90 | 3 | 1 | 109 | -5 | -2 | 1.4 | 106 | 9
CC(=O)c1ccc(Nc2nc(NCCO)nc(OC(C(F)(F)F)C(F)(F)F)n2)cc1 | 100 | 6 | 11 | 88 | 1 | -9 | -1.7 | 87 | 0
COc1ccc(NC(=O)Nc2ccc3c(c2)CCC3)cc1OC | 87 | -4 | 0 | 93 | 3 | -4 | 0.1 | 101 | 0
COC(=O)C1C2CCC(C2)C1C(=O)OCC(=O)c1ccccc1 (centres undefined) | 97 | -3 | 3 | 101 | 2 | 3 | 0.0 | 104 | 1
C=CCN(C(=O)CCC(=O)Nc1cc(C)on1)C(C(=O)NC(C)(C)C)c1ccc(OC)cc1 (centres undefined) | 94 | -8 | -5 | 109 | 4 | -22 | -0.4 | 104 | 4
COc1ccccc1N(C(=O)NCc1ccccc1)C1=NCC(C)S1 (centres undefined) | 111 | 4 | 1 | 98 | 1 | 4 | -0.1 | 90 | 0
Cn1c(SCC(O)c2ccccc2)nnc1-c1ccc2ccccc2c1 (centres undefined) | 113 | 9 | -2 | 90 | -5 | -3 | 2.0 | 74 | 0
CC(C)Oc1ccc(CNC(=O)CCCN2C(=O)C(c3ccccc3)Oc3cccnc32)cc1 (centres undefined) | 100 | -4 | 6 | 90 | -1 | 26 | 2.3 | 100 | 1
O=c1[nH]c2cc3c(cc2cc1C(c1nnnn1C1CCCC1)N1CCSCC1)OCCO3 (centres undefined) | 103 | -6 | -1 | 101 | 1 | 7 | -1.2 | 103 | 1
COc1ccccc1-c1ccc(/C=C2\C=CC(=O)O2)o1 | 91 | -55 | -21 | 92 | -65 | -35 | 4.1 | 91 | 0
Cc1cccc(-c2noc(-c3ccoc3C)n2)c1 | 101 | 2 | 2 | 97 | 7 | 3 | -1.6 | 90 | 0
COc1ccc(CN(C)C2c3ccccc3-c3ccccc32)cc1 | 92 | 7 | 2 | 106 | -2 | 7 | -0.9 | 107 | 2
Cc1onc(C(=O)Nc2cccnc2Cl)c1[N+](=O)[O-] | 93 | 12 | 5 | 102 | -2 | -6 | -1.4 | 104 | 0
OCCC1CN(Cc2ccc3c(c2)CCO3)CCN1C1CCCC1 (centres undefined) | 93 | 0 | 2 | 95 | 2 | -9 | 0.7 | 97 | 1
O=C(Nc1cccc(Br)c1)c1cc(S(=O)(=O)N2CCOCC2)cs1 | 99 | -1 | 2 | 92 | 7 | -23 | 1.1 | 98 | 0
O=C(c1ccco1)N1CCN(c2ccc([N+](=O)[O-])cc2Cl)CC1 | 118 | 10 | 13 | 95 | 8 | -4 | -3.9 | 99 | 2

High-throughput results from PubChem.
